High-throughput results from PubChem BioAssay.
BLM helicase inh – inhibitors of human Bloom syndrome helicase BLM; AID 2528; P54132; recombinant BLM DNA unwinding, fluorescence dequenching; Potency, µM (doses to about 56.1 µM), for the others: at the highest dose activity change, negative = inhibition, hits mostly inhibitors; hit rate 0.2% among 350,000;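 also: plate controls were vehicle for no effect and no enzyme for full effect; nearly all actives have a fitted effect of over 35% in size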
Pol kappa inh – DNA polymerase kappa (human) inhibition; purified Pol kappa, fluorescent DNA synthesis assay, 10 min; Q9UBT6; hit rate 0.53% among 400,000; Potency, µM (highest dose often 107 µM), for the others: top-dose activity, negative = inhibition, hits mostly inhibitors; AID 588579; also: % is scaled to controls: 0 for no effect and ±100 for the full control effect
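First, compounds were pin-transferred onto 10 nM Pol kappa. After 15 min at room temperature, substrate was added to 50 nM final. Fluorescence was then measured kinetically at 0 and 10 min.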
APE1 inh – APE1 (human) endonuclease inhibition. hit rate 0.35% among 350,000. P27695. recombinant APE1, TAMRA/BHQ-2 abasic DNA cleavage fluorescence. Potency, µM (highest dose often 65.8 µM), for inactives: at the top dose activity change, negative = inhibition, actives largely listed as inhibitors;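 also: plate controls were vehicle for no effect and reference inhibitor for full effect; nearly all actives have a fitted effect of over 55% in size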
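Compound pre-exposure to 0.75 nM APE1, 15 min at ambient temperature. Reaction initiated with 50 nM TAMRA/BHQ-2 THF substrate, read immediately in kinetic mode, 525 nm excitation, 598 nm emission.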
G9a inh – inhibitors of human histone lysine methyltransferase G9a | Q96KQ7 | G9a H3K9 monomethylation, AlphaScreen, 2 h | Potency, µM (highest dose often 102 µM), inactives show at the highest dose activity, negative = inhibition, usual class: inhibitors | hit rate 8.8% among 350,000; also: % is scaled to controls: 0 for no effect and ±100 for the full control effect; nearly all actives have a fitted effect of over 75% in size
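Using a bead-based AlphaScreen, monomethylated H3K9 product from 2 h room-temperature reactions (G9a 20 nM, peptide 500 nM, SAM 20 uM) was detected with 0.5 ug/mL rabbit anti-H3K9me1 antibody.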
Pol iota inh – blocks human DNA polymerase iota activity. Pol iota fluorescent replication assay, 10 min. Potency, µM (highest dose often 115 µM), inactives show top-dose activity, negative = inhibition, most hits filed as inhibitors. hit rate 1% among 390,000. AID 588590. Q9UNA4
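Pol iota at 10 nM preincubated 15 min with compounds at room temperature; reaction started with fluorescent substrate, 50 nM final. Fluorescence read kinetically at 0 and 10 min; buffer-only wells as negative control.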
Pol beta inh – blocks human DNA polymerase beta activity; hit rate 1.3% among 340,000; Potency, µM (series often up to 114 µM), inactives show top-dose activity change, negative = inhibition, usual class: inhibitors; Pol beta primer extension/strand displacement, fluorescence kinetic; also: % is scaled to controls: 0 for no effect and ±100 for the full control effect
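Pol beta (10 nM) and compounds were preincubated 15 min at room temperature, then 50 nM substrate (final) started primer extension/strand displacement. Reads were taken at 0 and 10 min; concentration-response data were fitted to a four-parameter Hill equation.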
JMJD2A Tudor – blocks the human JMJD2A Tudor domain. O75164. AlphaScreen JMJD2A-Tudor / H3K4me3 peptide binding. Potency, µM (doses to about 114 µM), for the others: at the highest dose activity change, negative = inhibition, usual class: inhibitors. hit rate 4.4% among 390,000. AID 504339; also: % is scaled to controls: 0 for no effect and ±100 for the full control effect; nearly all actives have a fitted effect of over 50% in size
Target sequence (O75164 whole entry, looked up, the tested form may be a part): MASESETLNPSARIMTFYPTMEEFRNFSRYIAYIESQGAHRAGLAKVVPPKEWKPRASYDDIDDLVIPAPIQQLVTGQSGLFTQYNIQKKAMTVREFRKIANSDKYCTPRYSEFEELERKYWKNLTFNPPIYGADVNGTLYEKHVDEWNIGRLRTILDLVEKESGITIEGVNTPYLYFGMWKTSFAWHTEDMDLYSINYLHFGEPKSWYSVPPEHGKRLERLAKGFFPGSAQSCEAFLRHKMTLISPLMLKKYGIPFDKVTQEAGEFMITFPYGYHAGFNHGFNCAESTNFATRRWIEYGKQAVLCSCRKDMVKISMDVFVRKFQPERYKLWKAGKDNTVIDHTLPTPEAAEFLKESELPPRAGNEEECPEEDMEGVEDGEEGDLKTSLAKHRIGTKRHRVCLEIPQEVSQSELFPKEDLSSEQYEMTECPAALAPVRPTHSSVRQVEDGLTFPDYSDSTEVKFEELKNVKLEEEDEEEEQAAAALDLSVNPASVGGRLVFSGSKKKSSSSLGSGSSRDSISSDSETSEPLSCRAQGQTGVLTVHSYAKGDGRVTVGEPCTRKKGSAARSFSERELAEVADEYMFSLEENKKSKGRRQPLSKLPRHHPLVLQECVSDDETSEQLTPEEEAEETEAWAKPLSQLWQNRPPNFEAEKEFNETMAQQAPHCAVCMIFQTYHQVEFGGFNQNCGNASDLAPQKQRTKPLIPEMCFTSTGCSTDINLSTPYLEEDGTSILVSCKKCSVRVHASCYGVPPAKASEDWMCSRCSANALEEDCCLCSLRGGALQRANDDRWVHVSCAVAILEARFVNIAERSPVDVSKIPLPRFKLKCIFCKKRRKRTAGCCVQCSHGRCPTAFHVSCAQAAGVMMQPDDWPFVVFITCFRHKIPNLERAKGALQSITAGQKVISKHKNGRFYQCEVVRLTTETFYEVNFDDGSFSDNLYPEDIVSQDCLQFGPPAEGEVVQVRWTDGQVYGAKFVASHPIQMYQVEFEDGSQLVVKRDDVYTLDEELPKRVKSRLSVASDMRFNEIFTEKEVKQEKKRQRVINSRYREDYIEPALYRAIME
Pol eta inh – blocks human DNA polymerase eta activity; Q9Y253; recombinant Pol eta, fluorescent DNA replication assay; Potency, µM (top dose mostly 114 µM), without a hit: at the top dose activity change, negative = inhibition, hits mostly inhibitors; hit rate 1.2% among 390,000; AID 588591; also: % is scaled to controls: 0 for no effect and ±100 for the full control effect
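Fluorescent replication assay: 50 nM final substrate added after a 15 min room-temperature compound preincubation with 10 nM enzyme. Signal taken at 0 min and again at 10 min.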
BAZ2B inh – inhibitors of human BAZ2B bromodomain; Q9UIF8; AlphaScreen BAZ2B-H3K14Ac peptide displacement; Potency, µM (series often up to 114 µM), inactives show top-dose activity change, negative = inhibition, usual class: inhibitors; hit rate 4.4% among 360,000; AID 504333; also: % is scaled to controls: 0 for no effect and ±100 for the full control effect; nearly all actives have a fitted effect of over 60% in size
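Compounds, titrated to a top concentration of 110 uM, were incubated 30 min at room temperature with preformed BAZ2B/acetyl-K14 H3 peptide complex (50 nM each). Proximity signal was measured by AlphaScreen after 20 min with beads.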
* hit, by the source's call; ? = inconclusive; · = no result given; [ ] = another dose, or the depositor's remark. Calls follow the shape of the dose curve; as a rule, active = well fitted curve in the direction sought with a large enough effect; inconclusive = small, poorly fitted or top-dose-only effect, or another doubt; inactive = no such curve, though single readings can be large; an effect the other way counts as inactive or inconclusive. Potency is read from the fitted curve at half-maximal effect.

SMILES	BLM helicase inh	Pol kappa inh	APE1 inh	G9a inh	Pol iota inh	Pol beta inh	JMJD2A Tudor	Pol eta inh	BAZ2B inh
COc1ccc(C)cc1NC(=O)CN1CCN(c2ccc(F)cc2)CC1	0%	-11%	-2%	-15%[59 µM]	4%	-2%	?	-8%	?
CCCCn1c2c(c(=O)n(C)c1=O)C(CC(=O)OCC(=O)Nc1cccc(C(F)(F)F)c1)C(=O)N2 (stereo not given)	-3%	-9%	-11%	32µM*	4%	15%	-17%	-4%	-4%
COc1ccc(OCC(=O)N2CCC(Cc3ccccc3)CC2)cc1	-2%	-10%	19%	2%	96%[activator]	3%	8%	-15%	-1%
COC(=O)CSc1nc(NC(C)(C)C)nc(N(C)C)n1	-5%	3%	-6%	25%	48%[activator]	3%	-4%	3%	3%
Cc1ccccc1NC(=O)C1c2cccc[n+]2CC(=O)N1c1c(C)cccc1C (stereo not given)	-2%	-7%	1%	5.6µM*	·	5%	50µM*	-9%	45µM*
CC1(C)CC(=O)/C(=C(/O)Cc2ccccc2)C(=NCCc2ccccc2)C1	-1%	-1%	-6%	16%	15%	?	2%	-27%	9%
Cc1ccc(S(=O)(=O)c2c(C)cc(C)nc2N2CCCC2)cc1	-8%	-15%	5%	8%	-8%	11%	3%	-8%	3%
COc1ccc(C(=O)NCC(c2ccc(N(C)C)cc2)N2CCc3ccccc32)c(OC)c1 (stereo not given)	-2%	-2%[60.1 µM]	·	-10%[59 µM]	3%	32%	?	-2%	-13%
CC(C)N1CC2=C(C1=O)C(c1ccc(O)cc1)NC(=O)N2C (stereo not given)	3%	6%	12%	-32%	21%	2%	-8%	-19%	10%
COc1cccc(N(CC(=O)NC(C)(C)C)C(=O)C2CSC(=O)C2)c1 (stereo not given)	-1%	6%	-3%	5%[2.33 µM]	7%	1%	-4%	-6%	-4%
Cc1ccc(OCC(=O)NCCC2=CCCCC2)cc1	0%	-3%	12%	14%	42%[activator]	1%	-3%	-3%	-4%
Cc1cccc(Nc2ncnc3c2cnn3C)c1	1%	-8%	2%	·	8%	10%	-4%	-5%	-8%
CCCCn1c(N)c(N(CC)C(=O)c2ccco2)c(=O)[nH]c1=O	·	-1%	8%	3%[12.7 µM]	20%	·	-12%	-15%	-2%
CCCC(c1nnnn1Cc1ccc2c(c1)OCO2)N1CCC(C(N)=O)CC1 (stereo not given)	1%	16%	7%	·	35%[activator]	1%	-11%	-12%	-6%
Cc1cc(C(F)(F)F)cc(NNC(=O)NC(=O)c2c(F)cccc2Cl)n1	-10%	5%	-3%	6%	-23%	3%	-1%	-12%	3%
CCOC(=O)c1c(C)[nH]c(C)c1S(=O)(=O)N(C)CC(=O)Nc1ccc(C)cc1Br	-3%	-9%	·	-4%[59 µM]	21%	-24%	-14%	-22%	-18%
CC(C=NNC(=O)C(=O)NN=CC(C)=Cc1ccccc1)=Cc1ccccc1	·	-7%	·	·	63%[activator]	·	-33%	-8%	·
Nc1ccc2nc(CCCO)[nH]c2c1	-7%	-8%	3%	28µM*	?	-10%	-10%	-17%	50µM*
CCOC(=O)C(C)n1cnc2c(nnn2-c2cccc(Cl)c2)c1=O (stereo not given)	-3%	3%	1%	-6%	12%	25%	1%	-4%	-5%
O=c1c(-c2ccc(F)cc2)nc2cnc(N3CCOCC3)nc2n1Cc1ccc(F)cc1	2%	6%[60.1 µM]	0%	-1%[0.501 µM]	·	·	·	·	·
COc1ccc(C)cc1NC(=O)C(Sc1nnc(-c2cccs2)o1)c1ccccc1 (stereo not given)	-8%	-8%	-4%	4%[59 µM]	13%	-12%	-2%	-24%	-22%
CC(C)(C)c1ccc(S(=O)(=O)NCc2ccccn2)cc1	-4%	-4%	23%	15%[12.7 µM]	75%[activator]	33%	-19%	-8%	-24%
CN(c1c[nH]c(=O)[nH]c1=O)C1CCCCC1	-1%	3%	6%	4%	76%[activator]	-17%	-5%[11.4 µM]	-18%	0%
O=C(Nc1cccc2c1CCCC2)C1CCN(c2nnnn2-c2ccccc2)CC1	0%	-11%	-7%	-6%[59 µM]	9%	1%	10%	-7%	8%
COc1ccc2cc(-c3ccon3)ccc2c1	-3%	-2%	-2%	12%	9%	15%	1%	-7%	1%
CCN1C(C(=O)c2ccccc2)=C(OC(=O)c2ccc(Cl)cc2)c2ccccc2S1(=O)=O	-4%	12%	·	-48%[59 µM]	5%	-2%	-26%	-18%	-35%
Nc1nonc1-c1nc2ccccc2n1CC(=O)N/N=C/c1ccc(-c2cccc(C(=O)O)c2)o1	?	?	?	7.9µM*	18µM*	20µM*	40µM*	18µM*	20µM*
Cc1cc(-c2nnc(CCC(=O)N(CC3CC3)CC3CCCO3)o2)no1 (stereo not given)	-3%	-5%	-5%	12%	62%[activator]	19%	-17%	-6%	-1%
CC1(C)COC2(OC1)C(=O)Nc1ccccc12	9%	0%	4%	?	103%[activator]	-2%	-13%[57.1 µM]	-5%	0%
COc1ccc(N(CC(=O)N2CCN(C)CC2)S(=O)(=O)c2ccccc2)cc1OC	-3%	-4%	-6%	-46%	-1%	15%	-10%	-8%	5%
O=C(Oc1cccc2cccnc12)c1cccc(N2C(=O)C3C4CCC(C4)C3C2=O)c1 (stereo not given)	-2%	-16%	2%	0.79µM*	?	-13%	71µM*	-13%	10µM*
COc1ccc(/C=N/NC(=O)c2cccnc2)cc1CN1CCc2cc(OC)c(OC)cc2C1C (stereo not given)	31%[activator]	-10%	-5%	-4%	170%[activator]	28%	-25%	-19%	0%
COc1cccc(CNC(=O)C2CCN(S(=O)(=O)c3ccc(C)cc3)CC2)c1	-4%	-1%	-4%	12%	66%[activator]	50%	-4%	-23%	-8%
Cc1cccc(N(C(=O)c2ccc(CN3CCOCC3)o2)C(C(=O)NC2CCCCC2)c2ccc(F)cc2)c1 (stereo not given)	-10%	5%	0%	14%[59 µM]	-7%	33%	-6%	-9%	1%
C=CCNC(=S)N1CCN(CCN=Cc2c(C)[nH]n(-c3ccc([N+](=O)[O-])cc3)c2=O)CC1	-4%	-7%	-7%	10%	63%[activator]	-22%	4%	-7%	-20%
O=C(CNS(=O)(=O)c1cccc(Br)c1)NCC1CCCCC1	-5%	-14%	46%[activator]	?	6%	5%	-14%	-20%	-23%
O=C(N/N=C/c1sc(=O)n(Cc2ccc(Br)cc2)c1Cl)c1ccco1	-20%	-23%	?	21%[0.0925 µM]	?	?	?	-9%	89µM*
Cc1cc(=O)[nH]c(NCCO)n1	1%	-18%	13%	7%	24%	40%[activator]	-17%	-2%	-1%
O=C(COc1ccccc1)NC1CCSc2ccccc21 (stereo not given)	·	5%	9%	6.3µM*	7%	·	-5%	-8%	-5%
CCOC(=O)c1ccc(NC(=O)/C(C#N)=C/c2ccc(OC)cc2)cc1	-3%	3%	·	10%[59 µM]	10%	-23%	-5%	-17%	-1%
COc1ccc(-n2ncc3c(SCC(=O)NNC(C)=O)ncnc32)cc1	-9%	-15%	-4%	?	96%[activator]	5%	-9%	1%	-2%
CC(C)(C)NC(=O)CN(Cc1cccs1)C(=O)c1csnn1	0%	-2%	2%	12%[59 µM]	6%	7%	-9%	2%	-1%
O=C(NNc1ccccc1Br)C(O)(c1cccc(C(F)(F)F)c1)c1cccc(C(F)(F)F)c1	-11%	-27%	-12%	?	-15%	-8%	-30%	-17%	-1%
Cc1ccc2[nH]c(C(=O)N3CCC(C(N)=O)CC3)cc2c1	-8%	-1%	48%[activator]	16%[0.501 µM]	127%[activator]	-9%	-5%	-15%	3%
O=C(CSc1ncn[nH]1)N/N=C/c1ccc(C(F)(F)F)cc1	0%	-7%	-4%	17%	45%[activator]	9%	-14%	-18%	0%

Some values from the results shown.
Result of `Cc1cc(-c2nnc(CCC(=O)N(CC3CC3)CC3CCCO3)o2)no1` (stereo not given) in G9a inh: 12%
Result of `Cc1cccc(Nc2ncnc3c2cnn3C)c1` in Pol beta inh: 10%

Rewritten in CSV form: 3 of the compounds above.
Molecule,BLM helicase inh,Pol kappa inh,APE1 inh,G9a inh,Pol iota inh,Pol beta inh,JMJD2A Tudor,Pol eta inh,BAZ2B inh
COc1ccc(OCC(=O)N2CCC(Cc3ccccc3)CC2)cc1,-2%,-10%,19%,2%,96%[activator],3%,8%,-15%,-1%
COC(=O)CSc1nc(NC(C)(C)C)nc(N(C)C)n1,-5%,3%,-6%,25%,48%[activator],3%,-4%,3%,3%
Cc1ccccc1NC(=O)C1c2cccc[n+]2CC(=O)N1c1c(C)cccc1C (stereo not given),-2%,-7%,1%,5.6µM*,·,5%,50µM*,-9%,45µM*

More results:
SMILES	BLM helicase inh	Pol kappa inh	APE1 inh	G9a inh	Pol iota inh	Pol beta inh	JMJD2A Tudor	Pol eta inh	BAZ2B inh
CCCNc1ccc(C(=O)OCC)cc1[N+](=O)[O-]	-2%	5%	8%	?	87%[activator]	-11%	?	-18%	?
COc1ccc(CNC(=O)C(C)Sc2ccc(S(=O)(=O)N3CCOCC3)cn2)cc1 (stereo not given)	·	0%	13%	32µM*	65%[activator]	·	3%	-15%	-3%
CC(C)(C)N=C1SCC(C)(/C=N/O)S1 (stereo not given)	0%	-4%	3%	4%	-2%	10%	2%	-1%	4%
CCOc1ccc(-c2nc(C#N)c(NC3CC3)o2)cc1	-8%	-7%	?	?	20%	-1%	-20%	-23%	-36%
CSc1sc(C)cc1/C=N/O	-5%	-10%	15%	3%	0%	4%	-15%	-9%	-29%
COC(=O)C1CN(C(=O)COc2ccc(C)cc2)c2ccccc2O1 (stereo not given)	-2%	-1%	35%[activator]	19%	184%[activator]	-16%	-2%	-22%	-2%
CCC(=O)N(CC(=O)Nc1sc(C)c(C)c1C(N)=O)C1CCCCC1	5%	0%	7%	23%[59 µM]	42%[activator]	-2%	-10%	-13%	10%
CC(C)C1CC(CCNCc2ccc(N(C)C)cc2)(c2ccccc2)CCO1 (stereo not given)	6%	-10%	17%	35µM*	19%	1%[57.1 µM]	32µM*	-10%	25µM*
Cc1ccc(Cn2c(NCCc3ccccc3)nc3c2c(=O)n(C)c(=O)n3C)cc1	-6%	-3%	8%	-2%[12.7 µM]	2%	2%	?	-12%	?

A portion of the library; count on the stated rates, not on these rows.
